C diff HTS: C. difficile growth inhibitors, primary screen, HTS | Clostridium difficile clinical isolate growth, OD600, 24 h; stronger effect = lower value | growth activity, negative = inhibition, % at 16 µg/mL (by protocol) | 0.25% of 86,000 active;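 active means mean growth activity at or below -80% and every replicate also at or below -80%; inconclusive means mean at or below -80% but some replicate above -80%; inactive means mean growth activity above -80%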;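 further: 0% = DMSO wells and -100% = levofloxacin 16 µg/mL wells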
Tcruzi prolif: T. cruzi intracellular proliferation inhibitors, primary screen, cell-based, beta-gal Tulahuen parasites, NIH3T3 host, luminescence | AID 624255, 2012 | inhibition, % at 8.34 µM | T. cruzi beta-gal in NIH3T3, GalScreen luminescence, 90 h | 5.9% of 77,000 active;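 active means mean inhibition above about 93%, with at least 55% of replicates each passing it, limit read from the data, passing the limit was not always enough; inconclusive means only one of those two conditions holds; inactive means neither condition holds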
Pf Dd2 growth: P. falciparum Dd2 growth inhibitors, primary screen, SYBR Green fluorescence, single dose replicates | activity change, % at 10 µM | 72 h; stronger effect = lower value | 2.3% of 94,000 active; in the data active means activity change below about -80%; inconclusive means no clear call, values can overlap the other calls
KDM4C inh: inhibitors of GASC-1 (KDM4C) histone demethylase, primary screen, biochemical, single concentration HTS; Lysine-specific demethylase 4C (Homo sapiens), Q9H3R0; GST-KDM4C 2-372, H3K9me3 peptide, LANCE TR-FRET; inhibition, % at 12.5 µM; 0.15% of 96,000 active; AID 720574, 2013;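 active means mean replicate inhibition above about 25%, with at least 55% of replicates also reaching it, limit read from the data, passing the limit was not always enough; inconclusive means only one of those two conditions met; inactive means neither condition met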
Target sequence (Q9H3R0 2-372 limits assumed): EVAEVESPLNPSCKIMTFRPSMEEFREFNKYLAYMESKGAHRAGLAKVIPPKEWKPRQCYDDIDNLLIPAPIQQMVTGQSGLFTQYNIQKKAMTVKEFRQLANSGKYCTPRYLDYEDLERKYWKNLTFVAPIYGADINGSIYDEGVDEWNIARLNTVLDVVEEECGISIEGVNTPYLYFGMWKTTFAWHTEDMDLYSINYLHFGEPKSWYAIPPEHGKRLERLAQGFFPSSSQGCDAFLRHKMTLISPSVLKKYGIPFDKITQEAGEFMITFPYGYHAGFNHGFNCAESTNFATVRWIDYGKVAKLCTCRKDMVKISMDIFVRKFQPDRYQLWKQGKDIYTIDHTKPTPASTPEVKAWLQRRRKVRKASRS
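material = GST-tagged GASC-1 (JMJD2C) catalytic fragment, aa 2-372 | amount = enzyme final amount 10 nM | medium = HEPES buffer, pH 7.5, plus ascorbate | also added = H3K9me3 peptide substrate, Fe(II), 2-oxoglutarate | dosing = single dose | times = 30 min demethylation and 1 h detection at room temperature | detection = LANCE TR-FRET | read-out basis = Fall in 671/618 emission ratio as inhibition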
Active calls of the source: *; ? = inconclusive; · = no result given; & = joins results of further samples.

SMILES	C diff HTS	Tcruzi prolif	Pf Dd2 growth	KDM4C inh
C[C@@H]1CN([C@@H](C)CO)C(=O)c2cc(NS(=O)(=O)c3ccc(Cl)cc3)ccc2O[C@@H](C)CCCCO[C@H]1CN(C)S(=O)(=O)c1cn(C)cn1	1	-60	-15	-0.3
C[C@@H]1CN([C@@H](C)CO)C(=O)c2ccccc2-c2ccccc2CO[C@H]1CN(C)C(=O)NC1CCCCC1	5	7	-13	1.7
O=C(C[C@@H]1C=C[C@@H](NS(=O)(=O)c2ccccc2)[C@@H](CO)O1)NCc1ccc(Cl)c(Cl)c1	·	14	25	0.1
C[C@@H]1CN([C@H](C)CO)C(=O)c2cccc(NS(=O)(=O)c3ccc(Cl)cc3)c2O[C@@H]1CN(C)S(=O)(=O)c1ccc(Cl)cc1	-9	6	2	2.4
Cc1noc(C)c1NC(=O)N(C)C[C@@H]1Oc2ccc(NC(=O)Nc3ccc4c(c3)OCO4)cc2C(=O)N([C@@H](C)CO)C[C@@H]1C	3	-33	22	-0.4
N#C[C@H]1[C@H](c2ccc(C#CC3CCCC3)cc2)[C@@H](CO)N1C(=O)Nc1ccc(F)cc1	6	93	-38	-0.7
C[C@H]1CN([C@@H](C)CO)C(=O)c2cc(NS(C)(=O)=O)ccc2O[C@H]1CN(C)Cc1ccc(C(F)(F)F)cc1	-3	55	-29	-0.6
COCC#Cc1ccc(CC[C@H]2O[C@H]3CC[C@H](CO)O[C@H]3C[C@@H]2n2cc(C3(O)CCCC3)nn2)cc1	-7	·	-14	·
O=C(NCCCN1CCOCC1)[C@H]1N[C@H]2c3ccc(C4=CCCC4)c(=O)n3C[C@H]2[C@@H]1CO	-3	-8	16	-0.5
COc1ccc(S(=O)(=O)N(C)C[C@@H]2OCCCC[C@@H](C)Oc3ccc(NC(=O)Nc4ccc(F)cc4)cc3C(=O)N([C@H](C)CO)C[C@@H]2C)cc1	8	52	-80	-0.2
C[C@H](CO)N1C[C@H](C)[C@@H](CN(C)S(=O)(=O)c2ccc(F)cc2)Oc2ccc(NC(=O)CCCN(C)C)cc2C1=O	-1	-2	15	-1.4
CCCNC(=O)N(C)C[C@@H]1Oc2cc(C#CC(C)C)ccc2S(=O)(=O)N([C@H](C)CO)C[C@@H]1C	-5	19	-22	·
CC(=O)N1[C@@H]2c3ccc(-c4ccccc4)c(=O)n3C[C@H]1[C@H](CO)[C@H]2C(=O)NCCCN1CCOCC1	-3	·	21	11
C[C@@H]1CCCCO[C@H](CN(C)S(=O)(=O)c2ccccc2)[C@H](C)CN([C@H](C)CO)C(=O)c2cc(NS(=O)(=O)c3ccc(F)cc3)ccc2O1	-7	92	-78	10
CCC(=O)N1CC2(CCN(C(=O)Nc3ccccc3F)CC2)c2c([nH]c3cc(OC)ccc23)[C@H]1CO	4	·	-90*	-2.2
C[C@H]1CN([C@@H](C)CO)C(=O)c2cc(/C=C/c3ccccc3)cnc2O[C@@H]1CN(C)Cc1cncnc1	-1	39	-15	-1.2
O=C(NC[C@@H]1CC[C@@H]2[C@@H](CN2Cc2cccc(Cl)c2)O1)C1CC1	-7	·	29	·
COc1ccccc1NC(=O)N[C@@H]1CC[C@@H](CC(=O)NCc2ccc(Cl)c(Cl)c2)O[C@@H]1CO	3	27	1	0.6
CCCC(=O)Nc1ccc2c(c1)C(=O)N(C)C[C@@H](OC)[C@@H](C)CN(CCC(F)(F)F)[C@H](C)CO2	-4	-17	16	1.7
C[C@H]1CN([C@@H](C)CO)C(=O)c2cc(C#CC3CCCCC3)cnc2O[C@H]1CN(C)C(=O)c1ccncc1	2	-94	-19	-0.8
COc1ccc2c3c([nH]c2c1)[C@@H](CO)N(C(=O)C1CCC1)CC31CCN(C(=O)NC(C)C)CC1	-4	·	-70	0.8
COCCNC(=O)C[C@H]1C[C@H]2c3cc(NS(=O)(=O)c4ccccc4)ccc3O[C@H]2[C@H](CO)O1	·	-4	-31	0.3
CO[C@@H]1CN(C)C(=O)c2cc(NS(=O)(=O)c3ccccc3)ccc2OC[C@H](C)N(Cc2ccccn2)C[C@H]1C	-1	-9	-19	0.3
C[C@H]1CN([C@@H](C)CO)C(=O)c2cc(C#Cc3ccccc3F)cnc2O[C@H]1CN(C)C(=O)c1ccc2c(c1)OCO2	-4	62	-59	-1.7
CCC(=O)N(C)C[C@@H]1Oc2cc(-c3cccc(F)c3)ccc2S(=O)(=O)N([C@@H](C)CO)C[C@H]1C	-4	43	-21	0.2
C[C@H](CO)N1C[C@H](C)[C@@H](CN(C)Cc2ccc(C(F)(F)F)cc2)Oc2ccc(NS(=O)(=O)c3cccs3)cc2C1=O	2	1	-16	-0.5
Cc1noc(C)c1S(=O)(=O)N(C)C[C@@H]1Oc2ccc(NS(=O)(=O)c3ccc(Cl)cc3)cc2CC(=O)N([C@@H](C)CO)C[C@@H]1C	-10	11	-28	-2.0
O=C(C[C@@H]1CC[C@@H]2[C@H](COC[C@H](O)CN2CCc2ccccc2)O1)NCc1ccc(Oc2ccccc2)cc1	·	65	-17	-1.5
C[C@@H]1CN([C@H](C)CO)C(=O)c2cc(C3=CCCCC3)cnc2O[C@@H]1CN(C)C(=O)CN1CCOCC1	5	·	15	-1.9
C/C=C/c1ccc2c(c1)O[C@H](CN(C)C)[C@H](C)CN([C@@H](C)CO)S2(=O)=O	-1	·	-23	1.7
O=C(NCC(F)(F)F)[C@@H]1[C@@H](CO)[C@@H]2Cn3c(ccc(-c4cccnc4)c3=O)[C@@H]2N1Cc1ccncc1	0	6	4	38*
COCC(=O)Nc1ccc2c(c1)C(=O)N(C)[C@H]1CC[C@H](CC(=O)Nc3ccccc3F)O[C@@H]1CO2	2	-47	-1	·
Cn1cnc(S(=O)(=O)N[C@@H]2C=C[C@@H](CC(=O)NCC3CC3)O[C@H]2CO)c1	·	65	-12	1.2
CCCC#Cc1cnc2c(c1)C(=O)N([C@@H](C)CO)C[C@@H](C)[C@@H](CN(C)S(C)(=O)=O)O2	-1	29	34	-0.8
C/C=C/c1ccc([C@@H]2[C@@H](CO)N(C(=O)CC)[C@@H]2CN(C)S(C)(=O)=O)cc1	-2	10	5	1.5
COc1cccc(C(=O)Nc2ccc3c(c2)OC[C@H](C)N(C(=O)C2CCCC2)C[C@H](C)[C@@H](OC)CN(C)C3=O)c1	-5	·	-14	0.1
CO[C@@H]1CN(C)C(=O)c2ccc(NC(=O)CC(F)(F)F)cc2OC[C@@H](C)N(C(C)=O)C[C@@H]1C	-5	·	43	-0.8
C[C@@H]1CN([C@@H](C)CO)C(=O)c2cc(C#C[C@@H](C)O)cnc2O[C@@H]1CN(C)Cc1cccc(F)c1	2	13	-27	-1.9
Cc1noc(C)c1NC(=O)Nc1ccc2c(c1)C(=O)N([C@H](C)CO)C[C@@H](C)[C@H](CN(C)C)OCCCC[C@H](C)O2	-2	12	15	-0.5
Cc1noc(C)c1S(=O)(=O)Nc1ccc2c(c1)C(=O)N([C@H](C)CO)C[C@H](C)[C@H](CN(C)S(=O)(=O)c1ccccc1)OCCCC[C@@H](C)O2	-10	11	-5	0.0

Next part; the last 2 above are carried over.
SMILES	C diff HTS	Tcruzi prolif	Pf Dd2 growth	KDM4C inh
Cc1noc(C)c1NC(=O)Nc1ccc2c(c1)C(=O)N([C@H](C)CO)C[C@@H](C)[C@H](CN(C)C)OCCCC[C@H](C)O2	-2	12	15	-0.5
Cc1noc(C)c1S(=O)(=O)Nc1ccc2c(c1)C(=O)N([C@H](C)CO)C[C@H](C)[C@H](CN(C)S(=O)(=O)c1ccccc1)OCCCC[C@@H](C)O2	-10	11	-5	0.0
C[C@H](CO)N1C[C@H](C)[C@H](CN(C)C(=O)C2CCCCC2)Oc2ncc(-c3cccc(C#N)c3)cc2C1=O	-2	-18	9	0.7
CCC(=O)N1C[C@@H](C)[C@H](OC)CN(C)C(=O)c2ccc(NC(=O)NC(C)C)cc2OC[C@H]1C	·	45	5	0.3
C[C@@H]1CN([C@@H](C)CO)C(=O)c2cc(NC(=O)CCN3CCOCC3)ccc2O[C@H]1CN(C)Cc1ccc(Oc2ccccc2)cc1	-5	-81	6	0.0
CCCNC(=O)[C@H]1[C@H](CO)[C@H]2Cn3c(ccc(-c4cncnc4)c3=O)[C@@H]1N2C(=O)Nc1ccccc1	16	-38	·	0.1
CC(C)NC(=O)N[C@H]1CC[C@@H](CCNS(=O)(=O)c2ccc(F)cc2)O[C@@H]1CO	3	·	7	1.1
C[C@@H]1CN([C@H](C)CO)C(=O)CCCn2nncc2CO[C@@H]1CN(C)Cc1cccc2c1OCCCO2	·	-10	-6	-0.3
CN(C)C(=O)c1cccc(-c2ccc3c(c2)[C@@H]2[C@@H](CCN2S(=O)(=O)c2cn(C)cn2)[C@H](CO)N3)c1	-3	?	29	-1.7
C/C=C/c1ccc([C@H]2[C@@H](CO)N(S(C)(=O)=O)[C@@H]2CN(CCC)C(C)=O)cc1	-4	·	-4	0.0
Cc1noc(C)c1NC(=O)Nc1ccc2c(c1)CC(=O)N([C@H](C)CO)C[C@H](C)[C@H](CN(C)CC1CCCCC1)O2	-2	21	54	0.0
C[C@@H]1CCCCO[C@@H](CN(C)Cc2ccncc2)[C@@H](C)CN([C@H](C)CO)C(=O)c2cc(NC(=O)Nc3ccc(F)cc3)ccc2O1	16	18	54	-1.2
C/C=C/c1ccc([C@@H]2[C@H](CO)N(Cc3cncnc3)C23CN(C(=O)COC)C3)cc1	-4	·	-47	-1.9
C[C@@H]1CN([C@H](C)CO)C(=O)c2cccc(NC(=O)c3cnccn3)c2O[C@H]1CN(C)CC1CCCCC1	3	1	-40	8.2
Cc1ccc(S(=O)(=O)Nc2ccc3c(c2)C(=O)N([C@@H](C)CO)C[C@@H](C)[C@H](CN(C)C(=O)Nc2c(C)noc2C)OCCCC[C@H](C)O3)cc1	6	13	18	0.2
C[C@@H]1CN([C@H](C)CO)C(=O)c2cc(NC(=O)Nc3ccc(C(F)(F)F)cc3)ccc2O[C@@H]1CN(C)C	15	15	8	0.1
CC(C)NC(=O)Nc1cccc2c1O[C@H](CN(C)C(=O)NC1CCCCC1)[C@H](C)CN([C@H](C)CO)C2=O	-4	25	-12	-0.3
C[C@@H]1CN([C@H](C)CO)C(=O)c2cc(NC(=O)C3CCCCC3)ccc2O[C@@H](C)CCCCO[C@H]1CN(C)C(=O)Nc1ccc2c(c1)OCO2	-7	22	-26	3.2
COc1ccc(NC(=O)N(C)C[C@H]2OCCCC[C@H](C)Oc3ccc(NS(=O)(=O)c4cn(C)cn4)cc3C(=O)N([C@@H](C)CO)C[C@@H]2C)cc1	0	-26	2	-2.8
CCCN1C[C@@H](C)[C@H](OC)CN(C)C(=O)c2cc(NC(=O)Nc3ccccc3F)ccc2OC[C@H]1C	·	77	-57	1.7
COc1cccc(S(=O)(=O)Nc2ccc3c(c2)OC[C@H](C)N(C(=O)Cc2cccnc2)C[C@H](C)[C@H](OC)CN(C)C3=O)c1	3	22	0	-3.0
CC(C)NC(=O)NCC[C@H]1CC[C@@H](NS(=O)(=O)c2ccccc2)[C@H](CO)O1	0	·	22	-3.2
COc1ccc(CNC(=O)C[C@H]2CC[C@@H](NC(=O)CN(C)C)[C@@H](CO)O2)cc1	·	68	-1	-2.0
Cn1cnc(S(=O)(=O)N2[C@@H]3CNC[C@H]2C3c2ccc(-c3cccnc3)cc2)c1 (stereo partly drawn)	-5&1	·	17&36	1.0&1.3

Entries listed so far that have an aryl methoxy group, in the order listed:
SMILES	C diff HTS	Tcruzi prolif	Pf Dd2 growth	KDM4C inh
COc1ccc(S(=O)(=O)N(C)C[C@@H]2OCCCC[C@@H](C)Oc3ccc(NC(=O)Nc4ccc(F)cc4)cc3C(=O)N([C@H](C)CO)C[C@@H]2C)cc1	8	52	-80	-0.2
CCC(=O)N1CC2(CCN(C(=O)Nc3ccccc3F)CC2)c2c([nH]c3cc(OC)ccc23)[C@H]1CO	4	·	-90*	-2.2
COc1ccccc1NC(=O)N[C@@H]1CC[C@@H](CC(=O)NCc2ccc(Cl)c(Cl)c2)O[C@@H]1CO	3	27	1	0.6
COc1ccc2c3c([nH]c2c1)[C@@H](CO)N(C(=O)C1CCC1)CC31CCN(C(=O)NC(C)C)CC1	-4	·	-70	0.8
COc1cccc(C(=O)Nc2ccc3c(c2)OC[C@H](C)N(C(=O)C2CCCC2)C[C@H](C)[C@@H](OC)CN(C)C3=O)c1	-5	·	-14	0.1
COc1ccc(NC(=O)N(C)C[C@H]2OCCCC[C@H](C)Oc3ccc(NS(=O)(=O)c4cn(C)cn4)cc3C(=O)N([C@@H](C)CO)C[C@@H]2C)cc1	0	-26	2	-2.8
COc1cccc(S(=O)(=O)Nc2ccc3c(c2)OC[C@H](C)N(C(=O)Cc2cccnc2)C[C@H](C)[C@H](OC)CN(C)C3=O)c1	3	22	0	-3.0
COc1ccc(CNC(=O)C[C@H]2CC[C@@H](NC(=O)CN(C)C)[C@@H](CO)O2)cc1	·	68	-1	-2.0

No enrichment for hits, and some 6.8% of all compounds hit somewhere here.
